# GRK2 aptamer HTS – compounds blocking aptamer binding on GRK2 – biochemical, human GRK2, bead flow cytometry, HTS, primary screen; Beta-adrenergic receptor kinase 1 (Homo sapiens), P25098; FAM-aptamer displacement from GRK2; inhibition of aptamer binding, % at 10 µM; hit rate 0.59% among 330,000; AID 488847, 2010;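 active = inhibition of aptamer binding above 40%, roughly 3 SD of noise, on plates passing a quality check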;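 also: median bead fluorescence of bound FAM aptamer so fluorescent compounds give negative values; no value below 0 was filed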
# GLD-1 TGE inh – GLD-1/TGE RNA complex disruptors, primary screen, biochemical, fluorescence polarization; purified GLD-1 + fluorescein TGE RNA; inhibition, % at 5.96 µM; hit rate 0.44% among 320,000; AID 2280, 2010;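 active = percent inhibition above a per-plate cutoff, the plate mean of test compounds plus 3 SD, cut at about 30% in these data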;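 also: 0% = DMSO wells with GLD-1 and probe and 100% = wells lacking GLD-1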
# MEX-5 binding – MEX-5 zinc finger RNA-binding disruptors – biochemical, C. elegans, fluorescence polarization, MLPCN library, primary screen | Zinc finger protein mex-5 (Caenorhabditis elegans), Q9XUB2 | MEX-5/FITC-TCR2 RNA binding; active compounds read low | activity score (negative = inhibition of binding), % at 10 µM | hit rate 0.38% among 300,000 | AID 1832, 2009;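 active = inhibition past about -25% in most replicates, and total fluorescence under double the plate's negative control median, limit read from the data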;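 also: 0% = DMSO and -100% = 5 µM competing unlabeled TCR2 RNA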
# MCL1-BIM inh – inhibitors of MCL1 binding to BIM-BH3, primary screen, biochemical, fluorescence polarization | Induced myeloid leukemia cell differentiation protein Mcl-1 (Homo sapiens), Q07820 | GST-MCL1 / FITC-Bim-BH3 fluorescence polarization | inhibition, % at 10.9 µM | hit rate 0.68% among 320,000;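 active = inhibition above the mean inhibition of all tested compounds plus 3 SD, set per campaign, cut at about 40% in these data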;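 also: 0% = DMSO wells and 100% = unlabeled Bim-BH3 peptide control; higher means more loss of mP so more displacement of Bim peptide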
# VLA-4 inh – inhibition in human VLA-4 binding assay, primary screen, VLA-4 allosteric modulator project, MLPCN library, flow cytometry, VLA-4 expressing cells | hit rate 0.2% among 330,000 | AID 2557, 2010 | ligand binding flow cytometry | inhibition, % (about 7 µM as worked out from the volumes in the protocol) | Integrin alpha-4 (Homo sapiens), P13612; in the data active = inhibition above about 50%
# Target sequence (P13612 whole entry, looked up): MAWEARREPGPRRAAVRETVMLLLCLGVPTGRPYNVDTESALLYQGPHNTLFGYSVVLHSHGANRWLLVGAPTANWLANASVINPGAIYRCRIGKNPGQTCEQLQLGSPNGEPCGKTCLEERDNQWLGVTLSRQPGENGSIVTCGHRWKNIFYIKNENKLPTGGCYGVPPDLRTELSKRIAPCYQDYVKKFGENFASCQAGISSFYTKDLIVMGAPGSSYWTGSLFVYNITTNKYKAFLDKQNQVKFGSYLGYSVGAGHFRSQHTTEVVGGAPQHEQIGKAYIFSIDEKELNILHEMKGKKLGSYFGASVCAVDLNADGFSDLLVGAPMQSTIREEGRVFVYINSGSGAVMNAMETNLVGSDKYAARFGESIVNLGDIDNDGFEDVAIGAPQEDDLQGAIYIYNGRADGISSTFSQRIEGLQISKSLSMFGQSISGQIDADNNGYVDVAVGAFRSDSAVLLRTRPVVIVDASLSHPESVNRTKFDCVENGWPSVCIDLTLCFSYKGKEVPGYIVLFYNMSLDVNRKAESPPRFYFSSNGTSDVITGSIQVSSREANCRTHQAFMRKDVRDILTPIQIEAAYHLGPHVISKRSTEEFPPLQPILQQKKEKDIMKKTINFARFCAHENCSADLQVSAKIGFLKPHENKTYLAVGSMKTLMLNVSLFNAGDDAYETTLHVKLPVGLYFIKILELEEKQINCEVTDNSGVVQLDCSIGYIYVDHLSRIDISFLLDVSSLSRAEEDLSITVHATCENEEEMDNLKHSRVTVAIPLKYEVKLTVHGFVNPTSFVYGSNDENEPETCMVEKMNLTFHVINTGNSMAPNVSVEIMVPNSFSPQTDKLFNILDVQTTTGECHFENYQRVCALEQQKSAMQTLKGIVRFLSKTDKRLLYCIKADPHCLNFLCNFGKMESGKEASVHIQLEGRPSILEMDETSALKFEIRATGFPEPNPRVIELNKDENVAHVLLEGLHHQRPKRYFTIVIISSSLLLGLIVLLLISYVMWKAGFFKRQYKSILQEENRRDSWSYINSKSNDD
# AGP1 TOR yeast – modulators of AGP1-GFP expression in yeast TOR pathway, primary screen, cell-based, multiplex flow cytometry, S. cerevisiae, MLPCN library; hit rate 0.02% among 320,000; 3 h; GFP as percent of DMSO wells; GFP response vs DMSO, % at 10 µM; AID 2066, 2009;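 active = GFP response relative to DMSO above a set limit, near screen average plus 3 SD, cut at about 150% in these data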;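 also: median GFP channel fluorescence of the gated AGP1 strain per well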
# Bcl-xL primary – inhibitors of human Bcl-xL, primary screen, biochemical, fluorescence polarization, HTS; inhibition, % at 10.9 µM; GST-Bcl-xL / FITC-Bim BH3 peptide fluorescence polarization; hit rate 0.7% among 320,000;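 active = inhibition above the mean of all tested compounds plus 3 SD, cutoff set per campaign, cut at about 30% in these data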;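 also: 0% = DMSO wells and 100% = unlabeled Bim-BH3 peptide competitor; inhibitors lower millipolarization by displacing the labeled peptide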
# Yeast superoxide – reduction of superoxide in aged yeast, primary screen, HTS; S. cerevisiae aged cells, superoxide DHE fluorescence; active compounds read low; superoxide response (% of plate mean), % at 10 µM; hit rate 0.18% among 330,000; AID 2690, 2010;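 active = superoxide response under a set limit, about three screen SD below normal, cut at about 65% in these data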;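 also: yeast aged for seven days with compound at 30 °C before DHE staining; 100% = average MFI of all compound-treated wells on the plate with controls excluded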
# CIT2 TOR yeast – modulators of CIT2-GFP expression in yeast, primary screen, S. cerevisiae, GFP fusion, multiplex flow cytometry, MLPCN library. GFP response vs DMSO, % at 10 µM. AID 2029, 2009. S. cerevisiae CIT2-GFP strain, 3 h; 100 means same as DMSO wells. hit rate 0.065% among 320,000;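 active = GFP response relative to DMSO above a set limit, near the screen mean plus 3 SD, cut at about 150% in these data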;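 also: ratio of well median GFP fluorescence to mean of DMSO wells on the plate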
# * marks the source's active call; other numbers are inactive results; i = inactive; / = not tested or not shown. Compounds were not picked by outcome; 2.1% or so of the library scored in one or more.
structure	GRK2 aptamer HTS	GLD-1 TGE inh	MEX-5 binding	MCL1-BIM inh	VLA-4 inh	AGP1 TOR yeast	Bcl-xL primary	Yeast superoxide	CIT2 TOR yeast
CCN1C(=O)C2(C(C#N)=C(N)Oc3n[nH]c(COC)c32)c2ccccc21 (stereo not given)	2	4	-1.0	0	13	101	2	105	100
Cc1ccc(NC(=O)N2CCC(C(=O)NCc3ccccc3)CC2)cc1	3	0	-3.1	-10	-12	105	1	106	108
CN(C)c1ncc(CN2CCC(CO)(CCCc3ccccc3)CC2)s1	0	-3	0.8	6	26	112	7	106	105
CC(=O)c1cccc(N(C(=O)CNC(=O)c2cccs2)C(C(=O)NCC2CCCO2)c2ccccc2)c1 (stereo not given)	2	0	-1.3	2	5	100	5	115	99
COC(=O)c1c(C(=O)OC)c(-c2ccc(Cl)cc2)n2c1CS(=O)(=O)C2	0	-1	-2.8	6	4	96	-2	89	94
CC(C)[C@H](NC(=O)C1CCN(S(=O)(=O)c2ccccc2)CC1)C(=O)NCc1ccccn1	0	1	0.6	7	6	101	7	94	104
Cn1c(=O)oc2cc(S(=O)(=O)NCc3ccc(F)cc3)ccc21	0	-5	2.6	-32	-16	100	-8	99	97
C=CCn1c(=O)c2ccccc2n2c(SCC(=O)NCc3cccs3)nnc12	0	5	2.9	3	5	91	1	94	98
Cc1cc(C(=O)NCC23CC4CC(CC(C4)C2)C3)c(C)o1	0	4	1.7	-6	1	102	2	93	102
O=C(CCN1CCCC1)Nc1ccccc1	0	5	2.3	-2	1	93	-1	95	88
CCC(c1nnc(SC(C)C(=O)NC2CC2)n1-c1ccc(OC)cc1)N(C)C (stereo not given)	3	1	/	4	0	94	5	95	95
O=C(COc1cccc2ccccc12)NNC(=O)Nc1ccccc1	4	-3	0.2	-7	-6	104	-3	90	102
NC(=O)C1CCN(C(=O)c2ccc(Cl)c(S(=O)(=O)NCc3ccco3)c2)CC1	0	1	/	5	5	106	4	97	103
CC1(C)CC[C@@]23CC[C@]4(C)[C@@](OC2=O)(C3C1)[C@H]1O[C@H]1C1[C@@]2(C)CC[C@H](O)C(C)(C)C2CC[C@]14C (stereo not given in full)	2	4	0.1	1	-1	100	4	88	92
Cc1cc(C)cc(NC(=S)N2CCC(NC(=O)c3ccco3)CC2)c1	0	4	1.3	4	6	101	1	87	99
COc1ccccc1-c1cn(C(C)(C)C)nc1C	0	1	1.0	-3	6	93	1	107	94
Cc1c(CCC(=O)O)c(=O)oc2c(C)c3occ(-c4ccc(Br)cc4)c3cc12	0	/	-2.8	/	3	104	/	103	98
Cc1cccc(C)c1NC(=O)CNC(=O)CN1C(=O)NC2(CCc3ccccc32)C1=O (stereo not given)	3	-1	/	-15	-6	101	-9	111	108
CCCCC(=O)NCCNc1nc2c(c(=O)n(C)c(=O)n2C)n1Cc1ccc(F)cc1	2	7	1.8	6	14	102	1	99	108
Cc1cc(NC(=O)CSc2ccccn2)cc(NC(=O)CSc2ccccn2)c1	1	11	-1.8	4	-3	110	1	98	112

# New compounds follow.
structure	GRK2 aptamer HTS	GLD-1 TGE inh	MEX-5 binding	MCL1-BIM inh	VLA-4 inh	AGP1 TOR yeast	Bcl-xL primary	Yeast superoxide	CIT2 TOR yeast
COC(=O)c1ccc(OCC(=O)c2ccc(C)c(C)c2)cc1	0	10	-2.4	0	29	100	-2	101	91
CCOC(=O)c1oc2ccccc2c1NC(=O)c1cc(OC)cc(OC)c1	3	2	3.7	6	3	96	-4	107	102
CC(C)(C)c1ccc(OCC(=O)NNC(=O)Cc2cccs2)cc1	0	8	-0.4	6	-10	103	-2	104	113
CCc1c(C(=O)NNC(=S)NCC2CCCO2)csc1C (stereo not given)	1	6	2.3	5	8	108	1	109	109
Cn1nnnc1Sc1ncnc2scc(-c3ccc(C(F)(F)F)cc3)c12	6	-5	/	0	7	100	-1	93	94
CCCCNc1c(NC(C)=O)c(=O)oc2ccccc12	0	-11	-0.8	5	8	94	-3	97	96
Cc1ccc(CNC(=O)C23CN(Cc4ccccc4)CC2C(c2ccc([N+](=O)[O-])cc2)=NO3)cc1 (stereo not given)	3	1	0.7	2	16	87	3	87	83
Clc1ccc(OCc2nnc(SCc3nnc(-c4ccccc4)o3)o2)c(Cl)c1	0	4	0.5	-3	21	103	0	101	96
COC(=O)c1c(-c2ccc(OC)cc2)sc2ccc(N3CCOCC3)cc12	13	5	/	/	11	91	/	95	82
CCCCC(CC)CNCc1cccn1CCN1CCOCC1 (stereo not given)	0	2	3.0	10	12	105	8	96	102
Cc1ccc(S(=O)(=O)N2CCN(C(=O)CSc3nnc(C)s3)C2)cc1	0	-1	0.2	2	11	106	3	98	102
COC(=O)c1ccccc1NC(=O)C1CCN(C(=O)c2cc(OC)c(OC)c(OC)c2)CC1	1	-1	0.8	3	8	98	5	106	104
CCOC(=O)c1cccc(OS(=O)(=O)Cc2ccccc2)c1	6	7	/	0	-2	99	-1	93	93
CCOC(=O)c1c(NC(=O)CSc2nccn2C)sc(C(=O)NC)c1C	1	10	1.1	-3	0	106	-1	99	103
Cn1c(=O)n(C)c2cc([N+](=O)[O-])c(N3CCN(C(=O)c4ccccc4)CC3)cc21	1	5	-0.2	0	14	107	0	83	96
O=C(c1cccc(F)c1)N1CCN(CC2CC3C=CC2C3)CC1 (stereo not given)	1	-10	-2.0	0	7	97	5	93	90
Cc1ccccc1NC(=O)Nc1c(C)n(C)n(-c2ccccc2)c1=O	0	3	-0.4	8	4	111	4	102	108
CCOc1ccc(/C(CCC(=O)O)=N/NC(=S)NCCc2ccccc2)cc1	3	-8	-2.4	10	5	92	8	96	101
Cc1[nH]c2ccc(CNS(=O)(=O)c3ccc(S(=O)(=O)N4CCOCC4)cc3)cc2c1C	7	5	1.0	1	-4	104	5	93	99
O=C(Nc1ccc2c(c1)OCCO2)C1CCN(S(=O)(=O)c2cccc3nsnc23)CC1	0	-1	2.1	3	-16	105	8	87	109

# Continued.
structure	GRK2 aptamer HTS	GLD-1 TGE inh	MEX-5 binding	MCL1-BIM inh	VLA-4 inh	AGP1 TOR yeast	Bcl-xL primary	Yeast superoxide	CIT2 TOR yeast
O=C(CN1CCN(Cc2ccccc2F)C1=O)NCC1CCCO1 (stereo not given)	2	4	-1.3	0	7	100	3	92	95
O=C(Cc1csc(-c2ccccc2)n1)NCc1ccco1	1	-4	0.4	-3	0	94	-4	108	84
COC(=O)c1cc2oc(C)cc2n1CC(=O)Nc1ccc(C)c(C)c1	1	9	0.0	7	-8	100	11	104	92
O=C(/C=C/c1ccc([N+](=O)[O-])cc1)N1CCN(S(=O)(=O)c2ccccc2)CC1	0	3	/	-4	0	91	-3	109	93
c1ccc2nc3c(cc2c1)CCCCCC3	11	4	0.2	8	3	99	3	94	95
CC(C)NC(=O)C(=O)NCCc1ccc(Cl)cc1	1	-8	0.2	-2	-1	98	3	97	88
CC1Cc2ccccc2N1C(=O)C(C)n1cc(C(F)(F)F)cc(Cl)c1=O (stereo not given)	24	9	/	-3	4	108	-1	106	102
O=c1c2ccc([N+](=O)[O-])cc2ncn1Cc1ccccc1C(F)(F)F	0	1	-0.5	1	11	97	7	91	103
CN1/C(=C\C(=O)C[n+]2cccc(Br)c2)C(C)(C)c2ccccc21	6	-3	2.1	2	-153	114	11	102	103
CCc1c(C(=O)NN2C(=O)C3CCCCC3C2=O)csc1C (stereo not given)	0	8	3.0	1	2	96	5	89	100
CCc1cc2c(N3CCN(C(=O)c4ccco4)CC3)ncnc2s1	0	0	2.2	-5	15	98	7	95	93
CCN(CC)CCCn1c(C)cc2c(c1=O)C(c1cc(OC)c(OC)cc1OC)C(C#N)=C(N)O2 (stereo not given)	0	18	0.8	9	5	/	5	103	85
COc1cc(/C=C/C2=NNC(=O)CC2)cc(OC)c1OC	0	-7	1.1	-4	0	102	-1	93	104
NC(=O)N/N=C/c1cn(-c2ccccc2)nc1-c1ccccc1	0	6	-0.7	8	-18	99	-4	104	105
C#CNC(=O)C1(CC=C)CCNCC1	/	7	1.0	-3	/	/	3	/	/
CC(C)(C)N(NC(=O)OCc1ccccc1)C(=O)c1ccccc1	0	10	1.3	0	-2	98	7	106	103
Cc1ccccc1C(=O)Nc1ccccc1NC(=O)c1ccccc1Br	3	3	-0.3	-13	20	108	-6	132	105
COc1cc(NC(=S)N2CCN(C(=O)c3ccco3)CC2)c(OC)cc1Cl	3	3	-0.9	13	8	96	6	89	109
COCCCn1c(C(=O)Nc2ccc3c(c2)OCO3)cc2c(=O)n3ccccc3nc21	29	1	-3.1	-1	1	91	6	89	96
CCOC(=O)COn1c(=O)c(-c2cccs2)[n+]([O-])c2ccccc21	2	25	-1.3	7	-133	97	11	95	105

# The list continues:
structure	GRK2 aptamer HTS	GLD-1 TGE inh	MEX-5 binding	MCL1-BIM inh	VLA-4 inh	AGP1 TOR yeast	Bcl-xL primary	Yeast superoxide	CIT2 TOR yeast
O=C(NCCc1cnc[nH]1)c1ccc(-c2ccccc2)cc1	1	1	5.3	0	2	103	2	89	105
CCc1nc2sc3c(c2c(=O)n1N)CCC3	0	2	1.1	-3	-11	106	4	102	/
O=C(Cc1c[nH]c2ccccc12)Nc1nc2ccccc2[nH]1	0	-2	0.5	-7	i	105	4	100	112
Cc1ccccc1C(=O)NCCCc1ccccc1	1	-1	-2.9	0	-11	104	-2	91	97
N#Cc1sc2nc3c(c(-c4ccco4)c2c1N)CCCC3	3	4	0.8	9	-29	97	6	105	101
COc1cc(C(C)=O)ccc1OCC(=O)Nc1ccc2nc(C)sc2c1	5	7	/	-9	1	98	-3	74	101
O=c1c(C(c2nnnn2C2CCCCC2)N2CCCCC2)coc2ccc(Cl)cc12 (stereo not given)	0	7	0.7	-4	0	98	4	74	100
NC(=O)C1(C(N)=O)OC1c1ccc(Cl)c(Cl)c1 (stereo not given)	0	1	-1.3	-1	0	98	-1	104	99
C[C@H](NC(=O)NC1CCCc2ccccc21)C(=O)O (stereo not given in full)	0	-9	0.3	6	12	101	7	114	95
COc1cccc(N2CCC(N3CCN(C)C(CCO)C3)CC2)c1 (stereo not given)	0	6	-3.4	-4	16	113	-1	90	79
COc1ccc(C(=O)N(CC2CCCO2)C(C(=O)NCCC(C)C)c2ccc(C)cc2)cc1OC (stereo not given)	3	-4	-1.3	13	16	101	11	100	98
COc1ccc(N(C)C(=O)c2sc(Cl)nc2C)cc1	0	3	1.0	-3	-1	103	8	98	106
CC(C)(C)NC(=O)C(c1ccc(O)cc1)N(Cc1ccccc1)C(=O)CCC(=O)Nc1nccs1 (stereo not given)	1	-1	-2.1	5	5	100	7	96	103
CC(C)(C)c1cn(-c2ccc(F)cc2)c(=S)[nH]1	6	2	0.5	-8	6	105	-24	96	104
CCCn1c(NCc2cc(C)ccc2O)nc2ccccc21	0	9	-0.3	5	9	110	4	104	107
CC(C)NC(=O)c1ccc(-n2nc(C(F)(F)F)c3c2CCCC3)cc1	4	-11	-0.7	-25	24	102	-17	91	100

# Assay outcomes deposited in PubChem by several laboratories.
